Assay outcomes: PubChem, Broad Institute
E-sel inducer – E-selectin induction in HUVECs, primary screen, imaging, HUVEC, immunofluorescence imaging, single point; actives 0.37% (n = 260,000); activation, % at 7.58 µM; normalized: neutral wells 0, TNF-alpha wells 100; P16581;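 active = mean E-selectin-positive cell signal at least 10% of the positive control, reached in at least 60% of replicates, without over 20% cell loss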;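 note: in these data hits start at about 27%; measured in HUVEC primary endothelial cells; signal is the percent of cells scored E-selectin positive by PE staining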
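Assay system: HUVEC primary endothelial cells. Input: 3,000 HUVEC seeded per well. Doses: one compound dose added by pin transfer. Read-out basis: % PE-positive cells. Benchmarks: TNF-alpha high, DMSO low. Detection: immunofluorescence imaging. Buffer or medium: EGM-2, gelatin.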
miR122 inh – miR-122 Renilla sensor signal increase in Huh7, primary screen, miR-122 inhibitor project, cell-based, single point, plate reader; Huh7 miR-122 Renilla luciferase sensor, 48 h; neutral wells = 0, positive control = 100; activation (reporter increase), % at 12.5 µM; actives 0.3% (n = 340,000);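 active = mean replicate activation score at least 90 and every replicate individually at or above 90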;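 note: higher luciferase means less miR-122 activity so hits act as miR-122 inhibitors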
ERAP1 inh – human ERAP1 aminopeptidase inhibitors, primary screen, biochemical, single point, plate reader; actives 0.15% (n = 340,000); inhibition, % at 10.7 µM; recombinant ERAP1, Leu-AMC fluorescence, 60 min; AID 652197, 2013; Endoplasmic reticulum aminopeptidase 1 (Homo sapiens), Q9NZ08;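 active = mean replicate inhibition of at least 30%, or all replicates individually reaching that 30% level; inactive = mean below 30% and not every replicate reaching it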;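 note: 0% = neutral control wells and 100% = L-leucinethiol positive control wells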
PGC1a acetyl inh – inhibitors of PGC1a acetylation signal, primary screen, cell-based, U2OS, AlphaScreen, inhibitor mode; AlphaScreen anti-acetyl-lysine; with virally co-expressed GCN5 acetyltransferase; inhibition, % at 15.6 µM; actives 0.17% (n = 350,000); AID 651687, 2012;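 active = every replicate shows inhibition of at least 40%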;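 note: 0% = neutral control wells and 100% = positive control wells; some results beyond the cut were filed as inactive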
RAD52 anneal inh – RAD52 DNA annealing inhibitors, primary screen, biochemical, FRET, single point, set 2. DNA repair protein RAD52 homolog (Homo sapiens), P43351. recombinant RAD52 DNA annealing, FRET fluorescence. inhibition, % at 18.7 µM. actives 0.46% (n = 360,000);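 active = every replicate showing at least 50% inhibition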
RAD54 inh – inhibitors of human RAD54 branch migration, primary screen, biochemical, fluorescence, single point; inhibition, % at 10.4 µM; DNA repair and recombination protein RAD54-like (Homo sapiens), Q92698; actives 0.14% (n = 360,000); AID 602329, 2012; RAD54 Holliday junction branch migration, FAM/BHQ fluorescence;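 active = mean normalized replicate activity at least 40 and at least half of replicates scoring 40 or more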;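 note: 0% = median of neutral control wells and 100% = median of positive control wells; inhibitors cause a drop in the FAM fluorescence signal; in these data hits start at about 50%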
Target sequence (Q92698 whole entry, looked up): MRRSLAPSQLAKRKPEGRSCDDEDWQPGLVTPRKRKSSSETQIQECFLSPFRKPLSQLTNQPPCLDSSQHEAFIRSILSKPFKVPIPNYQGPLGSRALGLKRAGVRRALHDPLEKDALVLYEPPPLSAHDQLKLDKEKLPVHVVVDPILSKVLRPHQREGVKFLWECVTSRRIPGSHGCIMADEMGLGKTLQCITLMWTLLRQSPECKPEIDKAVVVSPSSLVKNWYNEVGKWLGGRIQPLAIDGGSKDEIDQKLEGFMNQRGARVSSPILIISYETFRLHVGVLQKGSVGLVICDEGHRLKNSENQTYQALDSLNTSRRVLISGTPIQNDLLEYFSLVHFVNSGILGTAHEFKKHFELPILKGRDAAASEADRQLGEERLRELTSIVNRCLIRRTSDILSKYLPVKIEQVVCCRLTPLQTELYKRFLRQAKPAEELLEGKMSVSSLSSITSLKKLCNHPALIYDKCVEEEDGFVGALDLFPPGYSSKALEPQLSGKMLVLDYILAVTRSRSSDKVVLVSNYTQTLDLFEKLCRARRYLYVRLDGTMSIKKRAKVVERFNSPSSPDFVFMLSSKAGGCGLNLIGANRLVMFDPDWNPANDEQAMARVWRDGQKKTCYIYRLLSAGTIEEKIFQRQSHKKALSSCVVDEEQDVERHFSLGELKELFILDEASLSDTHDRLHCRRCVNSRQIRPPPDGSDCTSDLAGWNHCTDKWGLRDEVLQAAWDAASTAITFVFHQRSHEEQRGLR
Cneo AK release – Cryptococcus neoformans cell lysis inducers, primary screen, AK release luminescence, single concentration; C. neoformans lysis, adenylate kinase release luminescence, 4 h; normalised: neutral wells 0, clomiphene wells 100; lysis activity, % at 15 µM; actives 0.2% (n = 360,000); AID 651654, 2012;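 active = mean lysis activity across replicates of at least 80%, whatever share of replicates individually reach that level; inactive = mean lysis activity below 80%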
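Material – log-phase Cryptococcus neoformans yeast cells · Input – 5 × 10^6 yeast cells/mL · Medium – fresh YPD growth medium · Doses – single compound concentration per well · Timing – static 4 h at 37 °C with compound, 1 h detection · Detection – adenylate kinase release luminescence · Read-out – signal increase indicating cell lysis · Control set – Clomiphene as positive lysis control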
PglD inh – C. jejuni PglD acetyltransferase inhibitors, primary screen, biochemical, DTNB colorimetric, single point; UDP-N-acetylbacillosamine N-acetyltransferase PglD (Campylobacter jejuni); purified PglD enzyme, DTNB colorimetric CoA detection; inhibition, % at 12.5 µM; actives 0.098% (n = 360,000); AID 602405, 2012; in the data active = inhibition above about 16%, passing the limit was not always enough; note: strong numbers were not always called active
Numbers without * were called inactive; nt = no result given; & = joins results of further samples; [ ] = another dose, or the depositor's remark.

Start of the data: the first three entries as a preview:
Below each SMILES – E-sel inducer	miR122 inh	ERAP1 inh	PGC1a acetyl inh	RAD52 anneal inh	RAD54 inh	Cneo AK release	PglD inh
- COc1ccc(S(=O)(=O)N(C)C[C@H]2OCCCC[C@@H](C)Oc3ccc(NS(=O)(=O)c4c(C)noc4C)cc3C(=O)N([C@@H](C)CO)C[C@@H]2C)cc1
→ -0.1	-3[16.7 µM]	-1	-2	4	-8	0	0
- Cc1ccc(S(=O)(=O)NCc2ccc3c(c2)OCO3)cc1C
→ nt	22	1	7	-14	0	0	-5
- CN(C)CCCNC(=O)C[C@@H]1C=C[C@@H](NS(=O)(=O)c2ccc(F)cc2)[C@H](CO)O1
→ -3.0	nt	1	13	1	-5	0	2

The whole of this part (from the top)
Below each SMILES – E-sel inducer	miR122 inh	ERAP1 inh	PGC1a acetyl inh	RAD52 anneal inh	RAD54 inh	Cneo AK release	PglD inh
- COc1ccc(S(=O)(=O)N(C)C[C@H]2OCCCC[C@@H](C)Oc3ccc(NS(=O)(=O)c4c(C)noc4C)cc3C(=O)N([C@@H](C)CO)C[C@@H]2C)cc1
→ -0.1	-3[16.7 µM]	-1	-2	4	-8	0	0
- Cc1ccc(S(=O)(=O)NCc2ccc3c(c2)OCO3)cc1C
→ nt	22	1	7	-14	0	0	-5
- CN(C)CCCNC(=O)C[C@@H]1C=C[C@@H](NS(=O)(=O)c2ccc(F)cc2)[C@H](CO)O1
→ -3.0	nt	1	13	1	-5	0	2
- CCSc1nc2sc3c(c2c(=O)[nH]1)CCc1ccccc1-3
→ 0.6	-17	8	3	-12	nt	nt	nt
- CC(C)OC(=O)c1c(NC(=O)c2ccco2)sc2c1CCCCC2
→ nt	2	nt	-3	nt	-7	4	1
- O=C(Cc1ccc(F)cc1)Nc1nnc(SCC(=O)NC2CCCC2)s1
→ -0.1	nt	-2	3	-5	nt	nt	nt
- C[C@H](CO)N1C[C@H](C)[C@H](CN(C)Cc2ccc(C(F)(F)F)cc2)Oc2ccc(NS(=O)(=O)c3cn(C)cn3)cc2C1=O
→ -2.1	5[16.7 µM]	-2	-24	0	2	-7	0
- C[C@@H]1CN([C@@H](C)CO)C(=O)CCCn2cc(nn2)CO[C@H]1CN(C)S(=O)(=O)c1ccc(C#N)cc1
→ 1.0	-6	0&0	-2&-3	-3&-8	6&6	1&-3	-4&-4
- COc1ccc(-c2cnc3c(NC(C)=O)cc(-c4cccc(C(=O)NCCO)c4)cn23)cc1OC
→ -0.1	nt	0	12	0	5	-2	1
- C[C@@H]1CN([C@@H](C)CO)S(=O)(=O)c2ccc(-c3ccccc3F)cc2O[C@H]1CN(C)Cc1ccncc1
→ 0.5	-6[16.7 µM]	-2	15	33	-8	-2	1
- COC(=O)C1CCN(C(=O)COC(=O)[C@@H]2CC(O)CN2S(=O)(=O)c2ccc3c(c2)OCCO3)CC1 (some centres not stated)
→ nt	-9	nt	-9	nt	2	2	0
- Cc1ccc(NC(=O)Nc2ccc3c(c2)C(=O)N(C)[C@H]2CC[C@H](CC(=O)O)O[C@H]2CO3)cc1
→ 0.1	-6[16.7 µM]	0	-4	12	-15	0	2
- CN(CC(=O)Nc1cccc(F)c1)C(=O)c1ccc2c(=O)n3c(nc2c1)CCC3
→ -0.8	-1	-1	-6	-8	-3	0	-7
- CC1=C(C)NC(=S)SC1
→ nt	9	nt	13	nt	1	4	4
- C[C@@H]1CN([C@H](C)CO)S(=O)(=O)c2ccc(C3=CCCC3)cc2O[C@@H]1CN(C)Cc1ccccc1
→ -0.7	9[16.7 µM]	0	-16	-4	5	10	-1
- CCCCCCc1ccc(N2C[C@H](Cc3ccccc3)[C@@H](CC(=O)NCc3ccc(OC)cc3)C2=O)cc1
→ nt	-5	-2	nt	-14	-5	2	1
- CCOCCN1CCN(c2c(CC)c(C)nc3cc(-c4cc(OC)cc(OC)c4)nn23)CC1
→ nt	-9	nt	3	nt	20	-3	1
- CSc1nc(NS(=O)(=O)c2ccc(F)cc2F)nn1C
→ -0.5	-4	1	nt	0	-13	2	3
- Cn1c(SCC(N)=O)nnc1-c1ccc(C(C)(C)C)cc1
→ 7.0	-3	nt	nt	-10	8	0	3
- CNC[C@@H]1Oc2ccc(NC(=O)NC3CCCCC3)cc2CC(=O)N([C@@H](C)CO)C[C@H]1C
→ -0.2	0[16.7 µM]	3	-3	1	13	-2	0

Whole records, looked up by structure. Screens in order: E-sel inducer | miR122 inh | ERAP1 inh | PGC1a acetyl inh | RAD52 anneal inh | RAD54 inh | Cneo AK release | PglD inh
Shown for CSc1nc(NS(=O)(=O)c2ccc(F)cc2F)nn1C = -0.5 | -4 | 1 | nt | 0 | -13 | 2 | 3
Shown for CC1=C(C)NC(=S)SC1 = nt | 9 | nt | 13 | nt | 1 | 4 | 4
Shown for CCCCCCc1ccc(N2C[C@H](Cc3ccccc3)[C@@H](CC(=O)NCc3ccc(OC)cc3)C2=O)cc1 = nt | -5 | -2 | nt | -14 | -5 | 2 | 1
Shown for Cc1ccc(NC(=O)Nc2ccc3c(c2)C(=O)N(C)[C@H]2CC[C@H](CC(=O)O)O[C@H]2CO3)cc1 = 0.1 | -6[16.7 µM] | 0 | -4 | 12 | -15 | 0 | 2

Carrying on.
Below each SMILES – E-sel inducer	miR122 inh	ERAP1 inh	PGC1a acetyl inh	RAD52 anneal inh	RAD54 inh	Cneo AK release	PglD inh
- Cc1noc(NS(=O)(=O)c2ccc(NC(=O)c3cc(=O)c4ccccc4o3)cc2)c1C
→ nt	4	2	-6	9	2	0	-1
- CCn1c(SCC(=O)N2CCN(c3ccccc3)CC2)nnc1-c1cc2cc(Cl)ccc2o1
→ nt	-3	nt	6	nt	1	-2	3
- CCCc1ccccc1OCCNC(C)=O
→ nt	2	nt	1	nt	3	7	2
- COc1cc(C(=O)NC(C)c2ccc(S(N)(=O)=O)cc2)ccc1OCC(=O)N1CCOCC1 (configuration not stated)
→ -0.1	nt	1	nt	1	14	4	-2
- C[C@H]1CN([C@@H](C)CO)C(=O)c2cc(C#CCc3ccccc3)cnc2O[C@@H]1CN(C)Cc1cccnc1
→ -0.6	-7[16.7 µM]	-3	-20	-7	-1	1	2
- Cc1noc(C)c1S(=O)(=O)Nc1ccc2c(c1)C(=O)N([C@@H](C)CO)C[C@@H](C)[C@@H](CN(C)Cc1ccc(Cl)c(Cl)c1)OCCCC[C@@H](C)O2
→ -0.2	-3[16.7 µM]	-1	-21	-21	-7	3	1
- COc1ccc(CCC(=O)NCCS(=O)(=O)N2CCN(c3ccccc3)CC2)cc1
→ 0.0	nt	-2	-72	-7	7	2	-5
- O=C([C@H]1[C@H](CO)[C@H]2Cn3c(cccc3=O)[C@H]2N1CC1CCCC1)N1CCCCC1
→ -0.2	-2[16.7 µM]	0	nt	0	-10	55	1
- CN1CCN(C(=S)Nc2ccc(Cl)cc2Cl)CC1
→ nt	2	nt	-16	nt	1	-2	-1
- COc1ccc2c3c(n(C)c2c1)[C@@H](CO)N(Cc1ccccc1)CC31CCN(C(=O)c2ccccc2F)CC1
→ -0.4	nt	1	-1	-78	nt	nt	nt

Brought forward from above: 3 entries; new compounds follow.
Below each SMILES – E-sel inducer	miR122 inh	ERAP1 inh	PGC1a acetyl inh	RAD52 anneal inh	RAD54 inh	Cneo AK release	PglD inh
- O=C([C@H]1[C@H](CO)[C@H]2Cn3c(cccc3=O)[C@H]2N1CC1CCCC1)N1CCCCC1
→ -0.2	-2[16.7 µM]	0	nt	0	-10	55	1
- CN1CCN(C(=S)Nc2ccc(Cl)cc2Cl)CC1
→ nt	2	nt	-16	nt	1	-2	-1
- COc1ccc2c3c(n(C)c2c1)[C@@H](CO)N(Cc1ccccc1)CC31CCN(C(=O)c2ccccc2F)CC1
→ -0.4	nt	1	-1	-78	nt	nt	nt
- CCn1c(CC(=O)Nc2ccc(OC)cc2)nnc1SCC(=O)N1CCOCC1
→ nt	-1	0	nt	-30	-2	0	-1
- O=C(Nc1cccc(S(=O)(=O)NC2=NCCC2)c1)c1c(F)cccc1Cl
→ nt	32	-2	-18	-6	1	-2	-7
- CSC1=NC2C(N1)N(C)C(=O)N2C (configuration not stated)
→ nt	-6	nt	-25	nt	-4	3	0
- CC(=O)C1CCC2C3CCC4CC(=O)CCC4(C)C3C=CC12C (configuration not stated)
→ -2.9	nt	-2	-1	-5	-6	-3	-4
- COC(=O)[C@]1(C)N[C@H](CN(C)S(=O)(=O)c2ccc(OC(F)(F)F)cc2)[C@@H]2C(=O)N(C)C(=O)[C@@H]21
→ -0.1	-5	1	nt	-3	-16	2	-2
- CN(C)C1=NCCN1CCC1CCCCC1
→ 0.0	3	-2	nt	-7	-13	0	0
- CC(=O)N[C@@H](Cc1ccc(OC(F)(F)F)cc1)C(=O)O
→ -0.1	-5	0	1	5	nt	nt	nt
- Cc1ccc(N2C(=O)C3C4C=CC(CNC(=S)N5CCN(c6ccccc6)CC5)(O4)C3C2=O)cc1 (configuration not stated)
→ -0.5	-2	2	-5	-10	nt	nt	nt
- CC1=C(C#N)C(=O)N(C)C(C)(C)C1
→ nt	0	nt	-7	nt	-3	0	-6
- CC(NC(=S)NCc1ccc(F)cc1)C12CC3CC(CC(C3)C1)C2 (configuration not stated)
→ nt	27	3	0	-16	nt	nt	nt
- CCCNC(=O)C[C@@H]1C[C@H]2c3cc(NC(=O)C4CCC4)ccc3O[C@H]2[C@@H](CO)O1
→ -0.3	1[16.7 µM]	1	0	-6	8	-4	2
- CCC1CCCCN1C(=O)CCC(=O)Nc1nnc(C(F)(F)F)s1 (configuration not stated)
→ nt	3	4	1	-8	2	4	-3
- Cc1c(C)c(C)c(S(=O)(=O)n2[nH]c(=O)c(CCO)c2C)c(C)c1C
→ nt	0	5	4	-8	nt	nt	nt
- CN1C[C@@H]2[C@H](c3ccccc31)[C@H](CO)N2S(=O)(=O)c1ccccc1
→ 0.1	0[16.7 µM]	5	3	-2	13	56	2
- Cc1noc(C)c1NC(=O)N(C)C[C@@H]1Oc2ccc(NC(=O)Cn3cnnn3)cc2CC(=O)N([C@@H](C)CO)C[C@H]1C
→ -0.1	0[16.7 µM]	nt	8	nt	1	-2	-3
- COc1cc(-c2nnc(SCC(=O)OC3CCCCC3)o2)cc(OC)c1OC
→ nt	-1	nt	15	nt	-2	-7	2
- Cc1ccc(C(=O)OCC(=O)NCCC2=CCCCC2)cc1N
→ 1.1	nt	-1	2	-9	nt	nt	nt
- COc1ccccc1C#Cc1ccc2c(c1)O[C@H](CN(C)Cc1ccncc1)[C@H](C)CN([C@H](C)CO)S2(=O)=O
→ nt	18[16.7 µM]	4	-7	14	6	1	-6
- CO/N=C(/c1nonc1N)N1CCN(c2ccc([N+](=O)[O-])cc2)CC1
→ nt	-3	nt	-17	nt	-1	0	-8
- COc1cccc(/C=C2\N=C(SC)SC2=O)c1OC
→ nt	-14	nt	-9	nt	-5	-1	-2
- COc1cc2cccc(OC)c(=O)c2c(OC)c1OC
→ nt	-1	nt	-21	-5	7	0	-3
